# Screens deposited in PubChem BioAssay by National Center for Advancing Translational Sciences (NCATS).
# Sm TGR inh – blocks Schistosoma mansoni thioredoxin glutathione reductase; Q962Y6; purified TGR, DTNB reduction, TNB absorbance 405 nm; Potency, µM (highest dose often 114 µM), for the others: at the top dose activity change, negative = inhibition, hits mostly inhibitors; hit rate 3% among 360,000; AID 485364; active = well fitted inhibition curve with a large enough effect; note: nearly all actives have a fitted effect of over 60% in size
#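 First, TGR (20 nM dispensed) and NADPH were mixed with compound. Second, a 15 min room-temperature incubation followed. Third, further NADPH and then DTNB were added to start the reaction. Finally, TNB absorbance was monitored kinetically.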
# Numbers without * were called inactive. % is set by controls: 0 for no effect and ±100 for the full control effect; potency is the fitted concentration of half-maximal effect. This is a subset. The share of hits here may be higher or lower than overall.
no.	SMILES	Sm TGR inh
1	Cc1cccc(NC(=O)Cn2c(=O)n(Cc3nc(-c4ccccc4)no3)c(=O)c3ccccc32)c1	10.6%
2	COc1ccc(-c2noc(-c3ccc(N4CCCC4)c([N+](=O)[O-])c3)n2)cc1	3.1%
3	CCOc1ccc(Oc2nc(NC)nc(N3CCOCC3)n2)nn1	1.0%
4	CC(C)OCCCNC(=O)CN1C(=O)COc2ccc(S(=O)(=O)N3CCOCC3)cc21	-1.3%
5	CCOC(=O)c1c(NC(=O)/C=C/c2ccc(OCC)cc2)sc(C(C)=O)c1C	-2.1%
6	CCN(CCCNC(=O)c1cc2c(=O)n(CC)c3ccccc3c2s1)c1ccccc1	10.3%
7	N#Cc1c(Nc2cccc(F)c2)sc(C(=O)c2ccc(Cl)cc2)c1N	-7.7%
8	CCOc1ccccc1NC(=O)C1CCCN(S(=O)(=O)c2ccc3c(c2)CCCN3C(C)=O)C1 (stereo unspecified)	6.2%
9	CCc1nn2c(=O)cc(COC(=O)c3cccc(NC(=O)CCc4ccccc4)c3)nc2s1	-9.4%
10	COc1cccc(Cn2c(=O)n(-c3cc(C)cc(C)c3)c(=O)c3oc4ccccc4c32)c1	2.5%

# Later entries
no.	SMILES	Sm TGR inh
11	COc1cccc(-n2c(SCC(=O)N3CCc4ccccc43)nc3c([nH]c4ccccc43)c2=O)c1	-1.9%
12	CCC1=Nc2cc(C(=O)NCCc3ccc(OC)c(OC)c3)ccc2Sc2ccccc21	5.1%
13	Cc1ccc(-n2nc3c(=O)n(CC(=O)Nc4ccccc4F)nc(C)c3c2C)c(C)c1	2.6%
14	COc1ccc(-n2c(CC3C(=O)Nc4ccc(C)cc43)nc3ccccc3c2=O)cc1 (stereo unspecified)	-2.1%
15	COc1ccccc1NC(=O)c1sc2nc(C)c(C(=O)Nc3ccc(C)cc3C)c(-c3cccs3)c2c1N	4.4%
16	COc1cc2ccccc2cc1C(=O)N1CCN(c2nc3c(F)cc(F)cc3s2)CC1	-1.2%
17	CCCCSc1nc2sc3c(c2c(=O)n1-c1ccccc1C)CC(C)(C)OC3	-1.6%
18	Cc1nn(CC(=O)NCc2ccco2)c(=O)c2cc3ccccc3n12	0.4%
19	Cc1ccc(NC(=O)CN2CCSc3ccc(S(=O)(=O)N4CCCC4)cc32)cc1	4.7%
20	Cn1c(=O)[nH]c(=O)c2c1nc(CN1CCN(c3ccccc3F)CC1)n2Cc1ccc(F)cc1	-3.8%

# More compounds follow.
no.	SMILES	Sm TGR inh
21	O=S(=O)(c1ccc(-c2cnc(C3CC3)o2)cc1)N1CCN(c2ccccc2F)CC1	4.3%
22	CCc1ccc(-n2nc(C)c3c(C(=O)Nc4ccc(Cl)cc4)cc(C)nc32)cc1	9.7%
23	Cc1ccc(NC(=O)C(=O)NCC(c2cccnc2)N2CCN(C)CC2)cc1C (stereo unspecified)	-3.6%
24	CCOc1ccc(CC(=O)N2CCc3cc(OC)c(OC)cc3C2COc2ccc3c(C)cc(=O)oc3c2)cc1 (stereo unspecified)	16.4%
25	Cc1ccc(S(=O)(=O)c2c(O)cc(C)c(NS(=O)(=O)c3ccc(Br)cc3)c2C)cc1	-1.6%
26	Cc1ccc2c(=O)cc(C(=O)Nc3ccc(S(=O)(=O)N(C)Cc4ccccc4)cc3)oc2c1C	0.1%
27	Cc1nn(C)c2c1c(C(F)(F)F)cc(=O)n2C(C)C(=O)Nc1ccccc1F (stereo unspecified)	-8.2%
28	COc1ccc(NC(=O)C2COc3ccccc3C2)cc1Cl (stereo unspecified)	3.5%
29	O=c1c2sc3ccccc3c2n(Cc2ccccc2)c(=O)n1CCc1ccccc1	9.4%
30	COc1ccc(NC(=O)c2oc3ccccc3c2NC(=O)Cc2cccs2)cc1	0.7%

# A section from further up, as a working copy:
no.	SMILES	Sm TGR inh
6	CCN(CCCNC(=O)c1cc2c(=O)n(CC)c3ccccc3c2s1)c1ccccc1	10.3%
7	N#Cc1c(Nc2cccc(F)c2)sc(C(=O)c2ccc(Cl)cc2)c1N	-7.7%
8	CCOc1ccccc1NC(=O)C1CCCN(S(=O)(=O)c2ccc3c(c2)CCCN3C(C)=O)C1 (stereo unspecified)	6.2%
9	CCc1nn2c(=O)cc(COC(=O)c3cccc(NC(=O)CCc4ccccc4)c3)nc2s1	-9.4%
10	COc1cccc(Cn2c(=O)n(-c3cc(C)cc(C)c3)c(=O)c3oc4ccccc4c32)c1	2.5%
11	COc1cccc(-n2c(SCC(=O)N3CCc4ccccc43)nc3c([nH]c4ccccc43)c2=O)c1	-1.9%
12	CCC1=Nc2cc(C(=O)NCCc3ccc(OC)c(OC)c3)ccc2Sc2ccccc21	5.1%
13	Cc1ccc(-n2nc3c(=O)n(CC(=O)Nc4ccccc4F)nc(C)c3c2C)c(C)c1	2.6%
14	COc1ccc(-n2c(CC3C(=O)Nc4ccc(C)cc43)nc3ccccc3c2=O)cc1 (stereo unspecified)	-2.1%
15	COc1ccccc1NC(=O)c1sc2nc(C)c(C(=O)Nc3ccc(C)cc3C)c(-c3cccs3)c2c1N	4.4%
16	COc1cc2ccccc2cc1C(=O)N1CCN(c2nc3c(F)cc(F)cc3s2)CC1	-1.2%
17	CCCCSc1nc2sc3c(c2c(=O)n1-c1ccccc1C)CC(C)(C)OC3	-1.6%
18	Cc1nn(CC(=O)NCc2ccco2)c(=O)c2cc3ccccc3n12	0.4%
19	Cc1ccc(NC(=O)CN2CCSc3ccc(S(=O)(=O)N4CCCC4)cc32)cc1	4.7%
20	Cn1c(=O)[nH]c(=O)c2c1nc(CN1CCN(c3ccccc3F)CC1)n2Cc1ccc(F)cc1	-3.8%
21	O=S(=O)(c1ccc(-c2cnc(C3CC3)o2)cc1)N1CCN(c2ccccc2F)CC1	4.3%
22	CCc1ccc(-n2nc(C)c3c(C(=O)Nc4ccc(Cl)cc4)cc(C)nc32)cc1	9.7%
23	Cc1ccc(NC(=O)C(=O)NCC(c2cccnc2)N2CCN(C)CC2)cc1C (stereo unspecified)	-3.6%
24	CCOc1ccc(CC(=O)N2CCc3cc(OC)c(OC)cc3C2COc2ccc3c(C)cc(=O)oc3c2)cc1 (stereo unspecified)	16.4%
25	Cc1ccc(S(=O)(=O)c2c(O)cc(C)c(NS(=O)(=O)c3ccc(Br)cc3)c2C)cc1	-1.6%
26	Cc1ccc2c(=O)cc(C(=O)Nc3ccc(S(=O)(=O)N(C)Cc4ccccc4)cc3)oc2c1C	0.1%
27	Cc1nn(C)c2c1c(C(F)(F)F)cc(=O)n2C(C)C(=O)Nc1ccccc1F (stereo unspecified)	-8.2%
28	COc1ccc(NC(=O)C2COc3ccccc3C2)cc1Cl (stereo unspecified)	3.5%
29	O=c1c2sc3ccccc3c2n(Cc2ccccc2)c(=O)n1CCc1ccccc1	9.4%
30	COc1ccc(NC(=O)c2oc3ccccc3c2NC(=O)Cc2cccs2)cc1	0.7%

# Following part
no.	SMILES	Sm TGR inh
31	CCc1cc(C(=O)Nc2cnn(Cc3ccc(F)cc3)c2)no1	8.3%
32	CCOc1ccc(N(C)S(=O)(=O)c2c(C(=O)N3CCC(C)CC3)c(C)n(C)c2C)cc1	1.6%
33	CCCn1cc(S(=O)(=O)c2ccc(OCC)cc2)c(=O)c2cc(C)ccc21	8.4%
34	O=C(CCc1ccccc1)NC1CC(=O)N(c2ccccc2)C1 (stereo unspecified)	6.4%
35	Cc1nn(-c2ccc(N3CCCC3)nn2)c(C)c1CCC(=O)NCc1ccc(OC(C)C)cc1	3.0%
36	COC(=O)Cn1c(=O)c2cccn2c2ccc(F)cc21	1.4%
37	CCOc1ccc(NC(=O)c2sc3nc4n(c(=O)c3c2C)CCCC4)cc1	31.6µM*
38	COc1ccc(S(=O)(=O)Nc2ccc3oc4c(c3c2)C(=O)CC(C)(C)C4)cc1	2.7%
39	CCCCc1nnc(SCc2cc(=O)c3cc(C(=O)OCC)ccc3[nH]2)n1C	0.3%
40	Cc1nnc(NC(=O)CSCc2cc(=O)c3cc(Cl)ccc3[nH]2)s1	-4.8%

# Next part
no.	SMILES	Sm TGR inh
41	COCCNC(=O)C(=O)Nc1ccc2nc3n(c(=O)c2c1)CCCCC3	9.5%
42	O=C(CCn1cnnn1)Nc1cc(C(F)(F)F)cc(C(F)(F)F)c1	-9.4%
43	O=C(Nc1c(-c2ccccc2)nc2ccccn12)c1ccc(Br)cc1	-1.2%
44	Cc1ccc(CNC(=O)Cn2c(=O)n(Cc3ccccc3)c(=O)c3sc4ccccc4c32)cc1	-3.7%
45	CCc1nc(-c2cc(S(=O)(=O)N3CCN(c4ccccc4)CC3)ccc2OC)no1	-2.9%
46	Cc1ccc(SCc2nc(-c3ccc(C(=O)NCCc4ccc(Cl)cc4)cc3)oc2C)cc1	-5.0%
47	COc1cc2nc(NCc3ccccc3Cl)n3nc(-c4cccnc4)nc3c2cc1OC	-6.6%
48	COc1cccc(CNC(=O)C2CCCN(c3nnc(-n4c(C)ccc4C)s3)C2)c1 (stereo unspecified)	-15.0%
49	CCOC(=O)c1c(-c2ccc(C)cc2)csc1NC(=O)c1cc(-c2ccc(OC)cc2)on1	2.0%
50	CCOc1ccccc1NC(=O)CSc1nc2cc(OC)c(OC)cc2c2nc(-c3ccccc3)nn12	8.9%

# Other results.
no.	SMILES	Sm TGR inh
51	CSc1ncc(C(=O)NCc2ccccc2)c(-c2ccccc2)n1	2.3%
52	CCOc1ccccc1C(=O)NCC(c1cccs1)S(=O)(=O)c1ccc(F)c(C)c1 (stereo unspecified)	-6.6%
53	COc1ccc(CCNC(=O)Cn2c(=O)cc(C(F)(F)F)c3c(C)nn(C)c32)c(OC)c1	3.9%
54	COc1cc(C(=O)Nc2ccc(Cl)c(-c3nc4ncccc4o3)c2)cc(OC)c1OC	5.2%
55	O=C(Nc1ccccc1F)C1CCN(S(=O)(=O)c2ccc3c(c2)CCCN3C(=O)C2CCC2)CC1	6.1%
56	COc1ccc(CCNC(=O)CCc2c(C)nc3c(c(C)nn3-c3ccccc3)c2C)c(OC)c1	-9.8%
57	O=C(c1ccc2c(c1)OCCO2)N(Cc1cccnc1)c1nc2ccc(Cl)cc2s1	5.4%
58	COCCNC(=O)CSc1nc2cc3c(cc2c(=O)n1CCCC(=O)NCc1ccc2c(c1)OCO2)OCO3	-6.8%
59	CCOc1ccccc1CNC(=O)C1CCN(S(=O)(=O)c2cccc3nonc23)CC1	-6.7%
60	COc1ccc(OC)c(Nc2nc3ccccc3n3c(C)nnc23)c1	7.5%

# (cont.)
no.	SMILES	Sm TGR inh
61	CS(=O)(=O)N1CCCc2cc(C(=O)Nc3cccc(C(F)(F)F)c3)ccc21	-6.9%
62	O=C(NCc1ccccc1F)C1CCN(c2nnc(-n3cccc3)s2)CC1	1.2%
63	COC(=O)c1scc(-c2ccc(C)cc2)c1S(=O)(=O)Nc1cc(Cl)c(OC)cc1OC	2.5%
64	Cn1cc(S(=O)(=O)N2CCCCCC2)cc1C(=O)NCc1ccccc1Cl	2.1%
65	Cc1ccc(NC(=O)CCCn2c(=O)c3cccn3c3ccccc32)c(C)c1	-8.5%
66	O=C(c1ccc2c(c1)N(Cc1c(F)cccc1Cl)C(=O)c1ccccc1S2)N1CCOCC1	-0.6%
67	Cc1ccc(NC(=O)CCS(=O)(=O)c2cc(Br)cc3c2N(C(=O)C2CC2)CC3)cc1	-4.5%
68	CCCNC(=O)C1CCC(Cn2c(=O)c3sccc3n(Cc3ccccc3F)c2=O)CC1 (stereo unspecified)	-0.6%
69	COc1ccc(CNC(=O)Cn2c(=O)nc(-c3ccccc3F)c3cc(Cl)ccc32)cc1OC	-7.0%
70	CCOc1ccc(NC(=O)CSC2=Nc3ccccc3C3=NC(CCC(=O)NCc4cccs4)C(=O)N23)cc1 (stereo unspecified)	1.7%
71	NS(=O)(=O)c1ccc(CCNC(=O)CCn2c(=O)c3cccn3c3cccnc32)cc1	5.4%
72	COc1ccccc1NC(=O)c1c(NCc2sccc2C)sc2c1CCCCC2	11.2µM*
73	O=C(COc1ccccc1)NCc1ccc2c(c1)CCN2C(=O)c1ccccc1	6.2%
